GAA spleen mod: inhibitors or activators of human alpha-glucosidase in spleen homogenate; 240,000 compounds, 0.006% hits; P10253; human spleen homogenate, 4-MU-alpha-glucoside fluorescence; Potency, µM (doses to about 79.9 µM), inactives show at the top dose activity change, negative = inhibition, actives largely listed as inhibitors;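 note: 0% = enzyme with vehicle and -100% = no enzyme basal signal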
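Enzyme source: human spleen homogenate, 1 ug/well. Buffer 50 mM citric acid/K phosphate pH 5.0, 0.01% Tween-20. 4-MU-alpha-glucoside 1 mM; 37 C x 40 min; NaOH/glycine stop; fluorescence.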
aGal spleen mod: inhibitors or activators of human alpha-galactosidase in spleen homogenate. Potency, µM (titrated, usually from 80 µM), inactives show top-dose activity change, negative = inhibition, actives largely listed as inhibitors. P06280. human spleen homogenate, 4MU-alpha-Gal fluorescence, 40 min. 240,000 compounds, 0.008% hits;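 note: 0% = enzyme with vehicle and -100% = no enzyme basal signal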
Target sequence (P06280 32-429 limits assumed): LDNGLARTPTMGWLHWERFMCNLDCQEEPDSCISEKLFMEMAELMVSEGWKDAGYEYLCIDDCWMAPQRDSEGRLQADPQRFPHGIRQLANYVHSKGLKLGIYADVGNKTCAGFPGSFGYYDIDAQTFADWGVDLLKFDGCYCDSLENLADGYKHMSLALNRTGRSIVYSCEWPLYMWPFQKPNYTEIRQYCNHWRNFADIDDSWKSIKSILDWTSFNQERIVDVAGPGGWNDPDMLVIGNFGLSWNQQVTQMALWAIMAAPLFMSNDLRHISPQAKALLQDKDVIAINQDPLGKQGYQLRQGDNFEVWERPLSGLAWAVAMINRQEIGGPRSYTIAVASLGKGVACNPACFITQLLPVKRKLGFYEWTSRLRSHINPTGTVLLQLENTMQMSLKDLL
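qHTS titration in buffer at pH 5.0. Alpha-galactosidase activity in spleen homogenate was measured via 4-methylumbelliferone release from 1 mM fluorogenic substrate after 40 min at 37C and a pH 10 stop. AC50 came from Hill fits of control-normalized data.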
GAA inh: inhibitors of human lysosomal alpha-glucosidase | P10253 | purified human GAA, 4-MU-alpha-glucoside fluorescence | Potency, µM (titrated, usually from 76.9 µM), for the others: at the top dose activity change, negative = inhibition, most hits filed as inhibitors | 200,000 compounds, 0.005% hits | AID 1466;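 note: plate controls were uninhibited enzyme wells for no effect and no-enzyme background for full effect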
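Human alpha-glucosidase, 4 nM, pre-mixed with test compounds before 400 uM 4-methylumbelliferyl substrate; 20 min room temperature at pH 5.0. Fluorescence read after pH 10 stop; AC50 values from Hill-equation fits.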
Tau fluor cs: counter-screen for tau fibril formation inhibitors | tau K18 P301L Alexa594 fluorescence, heparin fibrillization | Potency, µM (series often up to 57.7 µM), inactives show top-dose activity change, negative = decrease | 280,000 compounds, 0.93% hits; note: % is set by controls: 0 for no effect and ±100 for the full control effect; nearly all actives have a fitted effect of over 55% in size
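Human K18 P301L tau (15 uM unlabeled plus 0.24 uM Alexa 594-labeled, final) in 100 mM sodium acetate pH 7 was mixed with compound and 20 uM heparin and incubated 6 hr at 37 C.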
Tau fibril FP: tau fibrillization inhibition (FP); 280,000 compounds, 0.39% hits; AID 1468; K18 P301L tau heparin fibrillization, Alexa594 FP, 6 h; Potency, µM (highest dose often 57.7 µM), for the others: top-dose activity, negative = inhibition, usual class: inhibitors; note: % is set by controls: 0 for no effect and ±100 for the full control effect; nearly all actives have a fitted effect of over 55% in size
Target sequence (P10636 561-689 P618L limits assumed): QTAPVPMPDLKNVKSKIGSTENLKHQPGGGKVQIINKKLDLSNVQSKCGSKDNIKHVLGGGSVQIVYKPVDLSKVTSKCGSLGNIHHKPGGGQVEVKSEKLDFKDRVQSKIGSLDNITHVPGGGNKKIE
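Read-out: fluorescence polarization of Alexa 594-labeled tau (0.24 uM), 555 nm excitation, 632 nm emission. Mixtures held 15 uM unlabeled K18 P301L, compound and 20 uM heparin, pH 7 acetate buffer, incubated 6 hr at 37 C.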
HTT ATP protect: protects HTT-Q103 PC12 cells, measured by ATP; PC12 HTT-Q103 induced, cytoprotection, ATP luminescence, 40 h; Potency, µM (highest dose often 56.4 µM), without a hit: cytoprotection (ATP increase), hits mostly activators; 230,000 compounds, 0.14% hits; AID 1471;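 note: % of control where 0% means no effect; nearly all actives have a fitted effect of over 45% in size; toxic huntingtin expression switched on by the ecdysone agonist tebufenozide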
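Readout: ATPlite luminescence (ATP level). Model: stable PC12, inducible Htt exon1 Q103-GFP. Inducer: tebufenozide, 100 nM final. Compounds: dose series. No G418 in medium.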
Tau fibril ThT: blocks human tau fibril formation measured by thioflavin T; Potency, µM (series often up to 57.4 µM), inactives show at the highest dose activity, negative = inhibition, hits mostly inhibitors; recombinant tau K18 P301L (four-repeat tau fragment), heparin-induced fibrillization, ThT fluorescence; 270,000 compounds, 2.1% hits; note: % is set by controls: 0 for no effect and ±100 for the full control effect; nearly all actives have a fitted effect of over 55% in size
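Aggregation was driven by heparin (20 uM final) acting on recombinant tau […] bearing P301L in 100 mM sodium acetate pH 7; fibrils were detected with Thioflavin T.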
GAA glycogen mod: inhibitors or activators of human alpha-glucosidase glycogen cleavage; recombinant GAA, glycogen substrate, Amplex Red glucose oxidase fluorescence; Potency, µM (top dose mostly 76.4 µM), without a hit: at the top dose activity change, negative = inhibition, usual class: inhibitors; 300,000 compounds, 0.38% hits; AID 2100;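 note: 0% = full enzyme reaction and -100% = no-enzyme basal signal; the screen sought inhibitors and activators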
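Recombinant human alpha-glucosidase (4 nM final) hydrolysed bovine liver glycogen (30 ug) for 40 min at 37 C in pH 5.0 citrate/phosphate with 0.01% Tween-20. Released glucose detected by glucose oxidase/Amplex Red, Ex 573/Em 610 nm. Compounds up to 77 uM; AC50 from Hill fits.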
* = called active by the depositor; u = inconclusive; x = not tested or not shown; & = joins results of further samples; [ ] = another dose, or the depositor's remark. Calls come from the whole dose curve; as a rule, active = well fitted curve in the direction sought with a large enough effect; inconclusive = small, poorly fitted or top-dose-only effect, or another doubt; inactive = no such curve, though single readings can be large; an effect the other way counts as inactive or inconclusive. Potency is the fitted concentration of half-maximal effect. Rows were taken by chance (roughly 3.3% active in at least one column).

mol	Tau fluor cs	HTT ATP protect	aGal spleen mod	GAA inh	GAA spleen mod	Tau fibril ThT	GAA glycogen mod	Tau fibril FP
Cc1ccc(NC(=O)/C(=C/c2ccco2)c2ccccc2)c(C)c1	-18.5%	12.7%[10 µM]	7.6%	-8.7%	4.1%	u	8.1%	-12.4%
Cn1nc(-c2ccccc2F)c2cc(C(=O)NCc3cccc(Cl)c3)sc21	u	x	x	x	x	-1.9%	-3.0%[76.3 µM]	u
COc1ccc(NC(=O)c2ccc(Cl)nc2)cc1S(=O)(=O)N1CCCCC1	-1.1%	14.4%[10 µM]	3.5%	4.4%	-3.7%	-0.6%	10.2%	-1.6%
CCc1ccc(CNC(=O)Cn2nc(-c3ccc(C)cc3)ccc2=O)cc1	-6.1%&-8.9%	x	0.8%	-27.2%	0.1%	0.7%&7.6%	18.1%	7.9%&-4.5%
Cc1ccccc1-n1cnc2cc(NCc3cccs3)ccc21	-19.9%	-40.8%[inhibitor]	4.5%	3.8%	-0.3%	u	-15.8%	6.1%
CCCCC(=O)Nc1nn(CC(C)C)c2nc3ccccc3cc12	-16.8%	-17.6%	3.8%	1.9%	-1.9%	-11.1%	-3.3%	-1.2%
CC(C)c1cc(C(=O)Nc2sc3c(c2C#N)CCC3)no1	-17.9%	-77.3%[inhibitor]	11.5%	-10.1%	7.6%	-18.0%	10.2%	-2.0%
Cc1ccc(C)c(S(=O)(=O)NCc2ccncc2)c1	6.8%	-15.1%	9.4%	-5.0%	-0.6%	2.5%	0.1%	12.1%
Cc1ccc(-c2[nH]ncc2CNCCc2cnn(-c3ccccc3)c2)cc1C	-13.5%	-4.1%[10 µM]	-5.6%	x	-3.1%	-7.2%	8.9%	-0.4%
COc1ccc(S(=O)(=O)N2CCCC(C(=O)NCc3ccccn3)C2)cc1Cl (stereo not drawn)	-2.5%	u	2.3%	-2.9%	-4.0%	-4.5%	1.0%	0.3%
CC1(C)CC(=O)C(CCCN2C(=O)c3ccccc3C2=O)C(=O)C1	3.2%	u	-13.3%	5.7%	-17.2%	1.5%	0.6%	2.5%
COc1ccc(NC(=O)c2ccc(C)cc2Cl)c([N+](=O)[O-])c1	-13.5%	-27.4%	-2.6%	4.1%	3.8%	-16.6%	2.5%	0.2%
COc1cc(C2Nc3ccc4ncccc4c3C3=C2C(=O)CCC3)ccc1O (stereo not drawn)	-7.1%	-98.3%[inhibitor][10 µM]	-15.8%	5.1%	2.1%	-14.8%	u	3.7%
CC1CCC(C(C)C)C(OC(=O)Cn2c(-c3ccc(Cl)cc3)[n+](C)c3ccccc32)C1 (stereo not drawn)	-6.8%	-49.7%[inhibitor][10 µM]	1.1%	x	0.5%	x	2.5%	4.2%
Cn1c2ccccc2c(=O)c2c(=O)n(Cc3ccco3)c(COc3ccccc3)nc21	17.5%	-16.0%[10 µM]	-2.2%	-6.8%	3.5%	-17.7%	-9.7%	-5.2%
CC1=NN(/C(=N\c2nnc(C)s2)Nc2ccccc2)[C@H](c2ccc(C)cc2)S1	-1.0%	u	-2.2%	2.6%	-9.3%	-11.6%	-0.4%	7.1%
COc1ccc(-c2nnc(SCCC(=O)O)n2-c2ccccc2)cc1	0.6%	10.3%[0.074 µM]	2.5%	-0.6%	-7.2%	-8.3%	-4.6%	7.5%
CCn1c(SCC(=O)c2ccccc2)nnc1-c1cc2cc(Br)ccc2o1	0.6%	-15.2%[0.074 µM]	-10.2%	0.2%	-6.7%	u	4.1%	-6.9%
CC(C)C(=O)Nc1ccc(N2CCCC2)c(Cl)c1	-10.3%	-54.4%[inhibitor]	-1.1%	-9.0%	x	-7.4%	-17.3%	12.3%
Cc1cccn2c(=O)c3cc(C(=O)NC4CCCCC4)c(=N)n(CCN4CCOCC4)c3nc12	-2.9%	-1.7%[10 µM]	10.5%	x	2.3%	-3.6%	6.6%	-7.8%
Cc1ccc(CNc2ccc(-c3nc(-c4ccco4)no3)cc2[N+](=O)[O-])cc1	-18.7%	x	x	x	x	-1.6%	16.6%[76.3 µM]	u
Cc1ccc(NC(=O)c2scc3c2CCCC3)cc1	u	x	12.4%	-6.3%	7.8%	u	0.5%	-6.8%
CN(Cc1ccc(F)cc1)Cc1nc(-c2cnccn2)no1	-3.4%	-37.1%	-2.8%	-1.3%	-2.3%	-6.4%	12.0%	-9.3%
CCN(CC)CCCCn1c(-c2ccccc2)nc2c(Nc3ccccc3)nc(C)nc21	-8.2%	-26.9%	2.0%	x	1.5%	-8.4%	x	-1.1%
COc1ccc(C(=O)NCCn2cc(SCC(N)=O)c3ccccc32)cc1	-10.5%	0.4%[10 µM]	1.1%	x	0.5%	x	4.3%	-3.6%
Cc1ccc(CN2C(=O)N(c3ccc(F)cc3)C(=O)C2CC(=O)Nc2ccc(Cl)cc2)cc1 (stereo not drawn)	u	x	x	x	x	6.9%	-6.6%[76.3 µM]	u
Cc1c(Br)c(C(F)(F)F)nn1CC(=O)NCC1CCCO1 (stereo not drawn)	-0.6%	-1.7%	1.3%	-4.9%	0.3%	-0.6%	-0.6%	0.7%
CC(=O)Nc1ccc(OC(=O)c2cc([N+](=O)[O-])ccc2Cl)cc1	-16.6%	11.9%	9.6%	8.5%	6.6%	-8.8%	u	-7.1%
C#CC(C)(CC)NC(=O)c1cc(OC)c(OC)c(OC)c1 (stereo not drawn)	-2.2%	6.9%	-7.5%	-1.6%	-4.9%	9.0%	4.7%	-3.0%
CCOC(=O)c1cccc(N/C=C/C(=O)c2ccc(OC)c(OC)c2)c1	u	-14.7%	6.5%	-2.8%	-0.6%	u	-3.9%	5.6%
O=C(NCCNC(=O)c1ccc(Br)o1)c1ccc(Br)o1	1.4%	18.0%	11.2%	-1.6%	0.7%	-3.0%	-20.7%	2.4%
CCCCCC1CCC(c2ccc(C(N)=O)cc2)CC1 (stereo not drawn)	-5.1%	-8.0%	-9.1%	-4.5%	-3.7%	-12.1%	5.7%	-0.7%
CCc1ccccc1NC(=S)N1CCC(C(=O)c2ccc(F)cc2)CC1	-0.6%	-87.5%[inhibitor]	-17.5%	4.3%	-6.4%	6.2%	-5.6%	-5.3%
O=c1cc(CSc2nnnn2-c2ccccc2)nc(Nc2ccc(F)cc2)[nH]1	u	1.1%	0.9%	-7.8%	0.4%	-1.3%	1.1%	u
CCCc1cc(C(=O)NC2CCCCC2)no1	-2.4%	-12.3%	11.6%	2.2%	-4.6%	-2.6%	-7.9%	-6.1%
O=C(CSCc1ccc(Br)cc1)N1CCOCC1	8.1%	2.7%	6.6%	-1.8%	-1.9%	11.1%	9.8%	-0.5%
CC(=O)Nc1sc2c(c1C(c1cccc(F)c1)N1CCN(CCO)CC1)CCCC2 (stereo not drawn)	-6.2%	-62.7%[inhibitor]	1.1%	-8.2%	-0.5%	-6.5%	2.5%	3.6%
O=C(NCc1ccccc1C(F)(F)F)C1CC(c2ccccc2C(F)(F)F)=NO1 (stereo not drawn)	-9.1%	8.9%[10 µM]	8.8%	x	-9.0%	-0.3%	-12.1%	1.7%
Cc1cccc(CCNC(=O)c2cc3c(=O)[nH]c4ccc(C)cc4c3s2)c1	-27.1%	x	x	x	x	-7.3%	15.4%[76.3 µM]	-13.6%
O=C(CSc1nc(-c2ccccc2)nc2c1CCCC2)c1ccc(Cl)cc1	-1.1%	x	x	x	x	8.6%	-12.2%[76.3 µM]	-3.5%
COC(=O)C1CCN(c2ccc([N+](=O)[O-])cc2[N+](=O)[O-])CC1	-20.6%	11.1%[10 µM]	0.7%	-3.7%	-0.3%	u	-6.1%	4.1%

Eight compounds from above, ordered by SMILES length, smallest number first:
mol	Tau fluor cs	HTT ATP protect	aGal spleen mod	GAA inh	GAA spleen mod	Tau fibril ThT	GAA glycogen mod	Tau fibril FP
CCCc1cc(C(=O)NC2CCCCC2)no1	-2.4%	-12.3%	11.6%	2.2%	-4.6%	-2.6%	-7.9%	-6.1%
O=C(CSCc1ccc(Br)cc1)N1CCOCC1	8.1%	2.7%	6.6%	-1.8%	-1.9%	11.1%	9.8%	-0.5%
CCCCCC1CCC(c2ccc(C(N)=O)cc2)CC1 (stereo not drawn)	-5.1%	-8.0%	-9.1%	-4.5%	-3.7%	-12.1%	5.7%	-0.7%
O=C(NCCNC(=O)c1ccc(Br)o1)c1ccc(Br)o1	1.4%	18.0%	11.2%	-1.6%	0.7%	-3.0%	-20.7%	2.4%
O=C(CSc1nc(-c2ccccc2)nc2c1CCCC2)c1ccc(Cl)cc1	-1.1%	x	x	x	x	8.6%	-12.2%[76.3 µM]	-3.5%
O=c1cc(CSc2nnnn2-c2ccccc2)nc(Nc2ccc(F)cc2)[nH]1	u	1.1%	0.9%	-7.8%	0.4%	-1.3%	1.1%	u
Cc1cccc(CCNC(=O)c2cc3c(=O)[nH]c4ccc(C)cc4c3s2)c1	-27.1%	x	x	x	x	-7.3%	15.4%[76.3 µM]	-13.6%
COC(=O)C1CCN(c2ccc([N+](=O)[O-])cc2[N+](=O)[O-])CC1	-20.6%	11.1%[10 µM]	0.7%	-3.7%	-0.3%	u	-6.1%	4.1%
